Gal4-VP16 FLuc: VP16 counterscreen qHTS for inhibitors of ROR gamma transcriptional activity; Drosophila S2 Gal4-VP16 UAS-luciferase, luminescence, 20 h; Potency, µM (series often up to 53.6 µM), without a hit: top-dose activity, negative = inhibition, usual class: inhibitors; hit rate 3.5% among 310,000;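 further: Gal4-VP16 expression switched on by copper sulfate through the metallothionein promoter; potency means the concentration at half of the fitted maximal effect; on the % scale 0 is the no-effect control and ±100 the full control effect; nearly all actives have a fitted effect of over 50% in size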
ELG1 genotoxic: qHTS screen for small molecules that induce genotoxicity in human embryonic kidney (HEK293T) cells expressing luciferase-tagged ELG1. HEK293T ELG1-luciferase reporter, luminescence, 16 h. hit rate 1.3% among 330,000. Potency, µM (titrated, usually from 46 µM), without a hit: at the top dose activity change, positive = activation, usual class: activators; further: potency means the concentration at half of the fitted maximal effect; % of control where 0% means no effect; nearly all actives have a fitted effect of over 60% in size
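Quantitative HTS format in 1536-well plates. HEK293T ELG1-luciferase reporter cells receive test compound and are incubated 16 hr at 37 °C, 5% CO2; ONE-Glo added, 30 min room temperature, then luminescence read.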
Giardia killer: Small Molecules that selectively kill Giardia lamblia: qHTS | Giardia lamblia trophozoite viability | activity change, % at 7.66 µM, hits read low | hit rate 0.15% among 340,000 | AID 540267, 2011; in the data active means activity change below about -80%; inconclusive means between about -30% and that limit;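 further: parasites exposed to compound for two days anaerobically before the ATP read; on the % scale 0 is the no-effect control and ±100 the full control effect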
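Viability, read as ATP luminescence: trophozoites at 100 cells/well, compound added, 48 hrs anaerobic at 37 deg C, then 15-30 min room-temperature development before reading.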
Menin-MLL TR inh: qHTS Assay for Inhibitors Targeting the Menin-MLL Interaction in MLL Related Leukemias: Competition With Texas Red Labeled MLL-derived Mutant Peptide. Potency, µM (titrated, usually from 61.6 µM), for inactives: at the highest dose FP activity change, negative = inhibition, hits mostly inhibitors. hit rate 0.23% among 270,000. O00255. Menin + Texas Red MLL mutant peptide, fluorescence polarization; active means well fitted inhibition curve with a large enough effect in the polarisation, with a control signal flat, not every such curve was filed as active; inconclusive means small, poorly fitted or top-dose-only effect, or effect the other way, or a change in a side signal; inactive means no such curve, though single readings can be large or run the other way; the % refers to the polarisation; further: potency means the concentration at half of the fitted maximal effect; % of control where 0% means no effect; many of its hits are not listed in these tables
RORg inh: qHTS for inhibitors of ROR gamma transcriptional activity. AID 2551, 2010. Drosophila S2 Gal4-RORgamma UAS-luciferase reporter, 20 h. hit rate 5.4% among 310,000. Potency, µM (series often up to 53.6 µM), inactives show at the top dose activity change, negative = inhibition, most hits filed as inhibitors; further: potency means the concentration at half of the fitted maximal effect; on the % scale 0 is the no-effect control and ±100 the full control effect; nearly all actives have a fitted effect of over 60% in size
Target sequence (P51450 whole entry, looked up, the tested form may be a part): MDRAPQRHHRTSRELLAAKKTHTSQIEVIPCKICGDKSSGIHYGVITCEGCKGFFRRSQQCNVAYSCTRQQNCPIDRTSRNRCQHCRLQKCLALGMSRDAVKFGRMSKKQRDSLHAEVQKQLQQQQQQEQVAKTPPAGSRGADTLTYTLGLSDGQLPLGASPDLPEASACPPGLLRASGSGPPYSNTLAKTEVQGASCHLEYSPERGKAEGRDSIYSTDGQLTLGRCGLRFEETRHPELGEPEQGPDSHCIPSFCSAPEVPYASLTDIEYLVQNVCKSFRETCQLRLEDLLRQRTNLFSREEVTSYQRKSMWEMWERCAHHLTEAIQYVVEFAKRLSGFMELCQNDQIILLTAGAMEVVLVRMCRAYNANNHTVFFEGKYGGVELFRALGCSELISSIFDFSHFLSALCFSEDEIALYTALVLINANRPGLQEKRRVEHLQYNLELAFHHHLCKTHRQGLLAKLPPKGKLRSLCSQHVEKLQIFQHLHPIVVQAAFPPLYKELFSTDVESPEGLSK
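In this cell-based reporter format, copper sulfate (700 uM final) drives Gal4–ROR gamma fusion expression from a metallothionein promoter in Drosophila Schneider cells; compounds preincubated 1 hr, reporter read after 20 hr at ambient temperature.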
p53 reactivator: qHTS assay for re-activators of p53 using a Luc reporter; Potency, µM (series often up to 92.2 µM), for inactives: top-dose activity change, positive = activation, most hits filed as activators; hit rate 0.063% among 320,000; H1299 p53-A138V BP100-luciferase reporter, luminescence, 24 h; AID 504706, 2011; further: potency means the concentration at half of the fitted maximal effect; % of control where 0% means no effect; nearly all actives have a fitted effect of over 45% in size
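p53-null H1299 cells stably carrying temperature-sensitive p53-A138V and a BP100-luciferase reporter were pinned with compounds (4-point, 1:5 series) and held 24 hrs at 37 deg C. Luminescence was read 10 min after detection reagent.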
Rab9 prom act: qHTS Assay for Rab9 Promoter Activators. Potency, µM (highest dose often 9.22 µM), for the others: top-dose activation, negative = inhibition, hits mostly activators. hit rate 2.8% among 320,000. Huh7 Rab9 promoter-luciferase reporter, luminescence, 24 h; further: potency means the concentration at half of the fitted maximal effect; % of control where 0% means no effect; nearly all actives have a fitted effect of over 60% in size
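Quantitative HTS format; Huh7 Rab9-luciferase reporter cells (1500/well) receive compound 2 h post-plating, incubate 24 h at 37 °C, then get luciferase reagent for 10 min before luminescence reading.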
FLuc counter: qHTS profiling assay for firefly luciferase inhibitor/activator using purifed enzyme and Km concentrations of substrates (counterscreen for miR-21 project). purified FLuc, Km substrates, luminescence inhibition. Potency, µM (titrated, usually from 57.5 µM), inactives show at the highest dose activity change, negative = inhibition, usual class: inhibitors. hit rate 6.9% among 360,000. AID 588342, 2011;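 further: potency means the concentration at half of the fitted maximal effect; plate controls were vehicle for no effect and reference inhibitor for full effect; nearly all actives have a fitted effect of over 55% in size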
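Biochemical qHTS of compounds, final roughly 60 µM downward over six points, against 10 nM purified firefly luciferase using Km concentrations of substrates (10 uM D-luciferin, 10 uM ATP) in Tris acetate pH 7.5 buffer; luminescence output.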
NPC1 prom act: qHTS Assay for NPC1 Promoter Activators | hit rate 2.4% among 320,000 | Huh7 NPC1 promoter luciferase reporter, 24 h | Potency, µM (doses to about 9.22 µM), without a hit: top-dose activation, actives largely listed as activators;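 further: potency means the concentration at half of the fitted maximal effect; % of control where 0% means no effect; nearly all actives have a fitted effect of over 60% in size; reporter is driven by a mutant NPC1 promoter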
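Quantitative HTS used a cell-based reporter: Huh7 cells stably bearing the NPC1 promoter upstream of luciferase were treated with compounds for 24 h, and promoter activation was read as luminescence.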
PKM2 activator: qHTS Assay for Activators of Human Muscle isoform 2 Pyruvate Kinase; Pyruvate kinase PKM (Homo sapiens), P14618; purified PKM2, Kinase-Glo ATP luminescence, activation; response scale: 0% is enzyme alone, no compound; Potency, µM (series often up to 57.5 µM), for inactives: at the top dose activation, hits mostly activators; hit rate 0.34% among 260,000; further: potency means the concentration at half of the fitted maximal effect; on the % scale 0 is the no-effect control and ±100 the full control effect; nearly all actives have a fitted effect of over 55% in size
Target sequence (P14618 whole entry, looked up, canonical isoform): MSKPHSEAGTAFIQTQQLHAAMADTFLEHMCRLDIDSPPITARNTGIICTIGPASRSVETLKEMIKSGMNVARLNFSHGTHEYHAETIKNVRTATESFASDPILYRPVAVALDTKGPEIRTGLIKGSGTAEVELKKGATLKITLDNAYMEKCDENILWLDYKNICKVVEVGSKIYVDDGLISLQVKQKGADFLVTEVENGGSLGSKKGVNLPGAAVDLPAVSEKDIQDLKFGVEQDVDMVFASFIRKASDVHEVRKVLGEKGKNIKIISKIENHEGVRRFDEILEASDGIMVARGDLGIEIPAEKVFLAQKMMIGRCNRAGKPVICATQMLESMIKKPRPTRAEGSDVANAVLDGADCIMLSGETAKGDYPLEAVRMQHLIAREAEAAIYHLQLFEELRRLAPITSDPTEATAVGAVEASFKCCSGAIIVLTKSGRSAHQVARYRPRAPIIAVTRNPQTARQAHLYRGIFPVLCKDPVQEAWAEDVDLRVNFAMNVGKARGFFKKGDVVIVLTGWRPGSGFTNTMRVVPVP
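hPK-M2, >95% pure; 0.1 mM ADP / 0.5 mM PEP final; imidazole pH7.2 buffer w/ 7 mM MgCl2, 50 mM KCl; 1 h RT; Kinase-Glo lum. Intermediate enzyme activity for dual inhibitor/activator qHTS.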
BRCA1 expr act: qHTS Assay to Identify Small Molecule Activators of BRCA1 Expression; MCF7-BRCA1-FFLuc reporter, luminescence, 48 h; response scale: scaled: vehicle 0%, 10 µM genistein 100%; Potency, µM (doses to about 46.1 µM), without a hit: top-dose activation, most hits filed as activators; hit rate 1.1% among 380,000; AID 624202, 2012; further: potency means the concentration at half of the fitted maximal effect; nearly all actives have a fitted effect of over 80% in size; some results filed as inactive show a strong effect at the top dose
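MCF7-BRCA1-FFLuc, 2000 cells/well; 2 h attach, 37 °C/5% CO2; compound 48 h; luciferase substrate 15 min; luminescence end-point. Norm. to genistein 10 microM max activation and DMSO; concentration-response curves fitted.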
Numbers without * were called inactive; ? = inconclusive; nt = no result given; [ ] = another dose, or the depositor's remark. Unless noted, the call rests on the fitted dose curve; in most records, active means well fitted curve in the direction sought with a large enough effect; inconclusive means small, poorly fitted or top-dose-only effect, or another doubt; inactive means no such curve, though single readings can be large; an effect the other way counts as inactive or inconclusive. These rows are one share of the data. The share of hits here may be higher or lower than overall.

SMILES | Gal4-VP16 FLuc | ELG1 genotoxic | Giardia killer | Menin-MLL TR inh | RORg inh | p53 reactivator | Rab9 prom act | FLuc counter | NPC1 prom act | PKM2 activator | BRCA1 expr act
CCOC(=O)CC1C(=O)NCCN1S(=O)(=O)c1ccccc1 (configuration not stated) | -17.1% | -4.5% | 8.5 | 24.1% | 0.1% | -1.7% | 5.1% | -0.8% | -1.0% | -5.3% | -2.9%
N#Cc1ccc(C(=O)NN2C(=O)NC3(CCCCC3)C2=O)cc1 | nt | -3.4% | 6.2 | nt | nt | 2.4% | 0.6% | 1.3% | 4.7% | nt | -13.6%
CCOc1ccc(C(=O)n2cnnc2N)cc1 | -1.1% | -0.4% | -24.1 | nt | -23.5% | 4.9% | -2.7% | ? | -4.8% | -6.2% | -30.5%
Cc1cc(C)cc(N(C(=O)Cn2nnc3ccccc32)C(C(=O)NCc2ccco2)c2ccncc2)c1 (configuration not stated) | 7.8% | ? | -14.2 | -15.8% | -4.4% | -0.1% | 13.0% | 4.4% | 12.8% | 8.6% | -21.0%
OC(COc1cc(Cl)c(Cl)cc1Cl)CN1CCN(c2ncccn2)CC1 (configuration not stated) | -9.2% | -4.7% | -3.5 | 0.9% | 14.1% | 30.5% | -1.2% | -0.1% | -3.7% | 7.4% | -34.7%
O=C(Nc1ccnn1C1CCN(C(=O)CCc2ccc(F)cc2)CC1)C1CCOC1 (configuration not stated) | -6.8% | 4.5% | -30.0 | -5.6% | 10.4% | -6.0% | 1.9% | 4.1% | -0.1% | 9.8% | -9.7%
COc1ccccc1C(=O)NCCc1nc2ccccc2n1C | -4.1% | 0.1% | 7.5 | 0.8% | -12.8% | -12.1% | -4.7% | 6.0% | -3.9% | 0.1% | -5.9%
COc1ccccc1CNC(=O)[C@H](C)NC(=O)C1CCN(C(=O)[C@@H](N)Cc2ccccc2)CC1 | -4.8% | 4.1% | 2.5 | -17.8% | 12.5% | nt | 0.5% | 1.0% | 3.1% | -0.5% | -22.5%
COc1ccc(/C=N\NC(=O)c2ccc(F)cc2)cc1COc1ccccc1C(N)=O | 8.0% | 5.4% | -7.3 | nt | 7.0% | 0.2% | -3.1% | -0.3% | -2.4% | 3.6% | -34.1%
N/C(COc1ccccc1)=N\NC(=O)c1cccnc1Oc1ccccc1 | 1.41µM* | 4.6% | -1.3 | -5.3% | ? | -5.6% | 1.5% | -3.9% | 2.3% | -17.0% | -26.9%
Cc1cc(C(F)(F)F)nn1Cc1n[nH]c(=S)n1Cc1ccccc1 | 6.31µM* | -3.3% | 7.9 | 30.1%[activator] | ? | 8.8% | -0.4% | -2.0% | 0.0% | -12.1% | 18.0%[1.84 µM]
CCOC(=O)c1cnc2cc(-c3ccc(C)cc3)nn2c1-c1ccccc1 | -10.7% | 0.7% | -15.5 | 65.0%[activator] | -9.3% | 0.6% | -4.0% | 4.9% | 0.8% | -0.8% | -2.2%
C/C(=N\NC(=O)c1nnn(-c2nonc2N)c1-c1ccc2c(c1)OCO2)c1ccccc1 | -12.1% | nt | 1.3 | nt | -5.9% | nt | -0.3% | 3.6% | 0.9% | nt | -2.5%
O=C(Nc1ccccc1C(=O)O)c1cc(S(=O)(=O)Nc2ccccc2)ccc1Cl | -4.4% | -13.3% | -16.5 | ? | -1.3% | -11.2% | 1.4% | -17.0% | 0.6% | -0.7% | -18.5%
Clc1ccc(CCNc2nc3ccccc3n3nnnc23)cc1 | 0.1% | 0.6% | -10.3 | -14.8%[11.7 µM] | -9.8% | 2.0% | 0.8% | 6.6% | 1.8% | 0.3% | 0.4%
Cc1ccc(NC(=O)c2cccnc2)cc1S(=O)(=O)N(C)C | -10.8% | 6.9% | -4.5 | -14.7% | 38.3% | -1.2% | 14.9% | -13.7% | -4.2% | 7.9% | -5.0%
Cc1ccc(-n2c(SCC(=O)N/N=C/c3ccccc3OCC(=O)O)nc3ccccc3c2=O)cc1 | -2.0% | 4.3% | -15.1 | nt | -4.3% | -1.9% | -3.4% | 7.4% | 1.5% | 0.6% | 2.1%
Oc1ccccc1Cc1c(O)ccc2ccccc12 | nt | 0.3% | 3.1 | nt | nt | 9.5% | -3.3% | 5.4% | 0.7% | nt | -14.8%
COc1ccc(OC)c(N(CC(=O)NCC2CCCO2)S(=O)(=O)c2ccccc2)c1 (configuration not stated) | 2.2% | -0.4% | 6.8 | 0.6% | -2.7% | 3.5% | 0.1% | -1.2% | 4.5% | nt | 4.0%
COc1ccc(-n2nnnc2SCC(=O)N2CCCC2=O)cc1 | nt | -0.8% | -11.6 | nt | nt | 6.4% | -4.4% | -10.0% | 2.0% | nt | 1.8%
CCc1cc2c(-c3ccccc3)cc(=O)oc2c(CN2CCOCC2)c1O | 2.5% | 2.5% | 0.1 | -14.3% | -3.5% | -3.9% | -9.1% | 1.6% | 1.0% | 7.4% | -19.4%
NS(=O)(=O)c1ccc(CCNCc2cc(Br)ccc2OCc2ccccc2)cc1 | 15.8µM* | -0.6% | 7.7 | -14.8% | ? | 1.2% | 0.0% | -0.2% | -1.2% | -16.0% | -18.8%
COc1ccc(N(CC(=O)Nc2cc(C)ccc2C)S(=O)(=O)c2c(C)noc2C)cc1 | -1.3% | -12.0% | -26.9 | nt | 31.0% | -3.0% | -0.1% | -0.1% | 9.8% | nt | -26.6%
COc1cc(/C=N/NC(=O)C2CCN(CC(O)COCc3ccccc3)CC2)cc(OC)c1OC (configuration not stated) | -14.3% | -0.9% | 2.1 | -1.0% | -16.2% | 2.6% | -8.8% | -2.9% | -2.8% | 0.5% | -4.4%
CCOc1cc(CNCC(C)C)c(Cl)cc1OCC(=O)Nc1ccccc1 | 6.0% | -3.8% | -0.1 | ? | 10.2% | 8.8% | -3.1% | -1.7% | -2.4% | -21.8% | 0.1%

The list continues.
SMILES | Gal4-VP16 FLuc | ELG1 genotoxic | Giardia killer | Menin-MLL TR inh | RORg inh | p53 reactivator | Rab9 prom act | FLuc counter | NPC1 prom act | PKM2 activator | BRCA1 expr act
Cc1c(Cl)cnc(NC(=O)COC(=O)CCc2nc3ccccc3s2)c1Cl | 0.8% | 6.2% | 1.2 | -13.5% | 22.9% | 10.1% | -0.2% | -0.1% | 1.9% | -15.0% | 9.4%
Cc1ccc(OCC(=O)N2CCN(C(=O)c3cccnc3)CC2)cc1 | -0.4% | 0.1% | -8.8 | 0.3% | 21.6% | -2.8% | -4.2% | -11.4% | -2.2% | -4.2% | 16.7%
CCOc1cc(C(=O)Nc2ccc([N+](=O)[O-])cn2)cc(OCC)c1OCC | -9.9% | 5.7% | 3.4 | 8.8% | 0.1% | 2.7% | -8.8% | -1.8% | 0.7% | 0.7% | 12.9%
Cc1ccc(S(=O)(=O)c2nc(-c3ccco3)oc2SCC(=O)NCC2CCCO2)cc1 (configuration not stated) | -6.8% | -4.5% | -4.0 | -27.2% | -7.1% | -8.9% | -1.2% | -0.2% | 2.1% | 0.5% | 5.0%
CN1CCC(N(C)C(=S)NC(=O)c2cc(-c3cccc(Br)c3)nc3ccccc23)CC1 | 0.891µM* | -10.1% | -8.9 | ? | 0.251µM* | -4.9% | 2.0% | ? | -3.0% | -1.3% | -14.0%
COc1ccc(OCC(=O)N/N=C(\C)CC(=O)Nc2ccc(OC)cc2[N+](=O)[O-])cc1 | -12.5% | 4.2% | -17.1 | -6.8% | ? | 0.4% | -5.2% | ? | -2.0% | 18.4% | 0.6%
O=C(CCN1C(=O)/C(=C/c2ccccc2Cl)SC1=S)NNC(=O)c1ccccc1O | 2.4% | -2.9% | -21.4 | ? | -29.8% | 0.1% | -4.3% | -0.1% | -7.0% | -12.1% | -43.3%
CCCCCC(=O)Nc1ncc2c(n1)CC(c1cccs1)CC2=O (configuration not stated) | 8.5% | 3.8% | 6.5 | nt | -4.9% | 0.4% | 2.1% | -0.9% | 1.6% | -7.1% | -13.9%
COc1ccc(S(N)(=O)=O)cc1C(=O)NC1CCCc2ccccc21 (configuration not stated) | 21.8% | 3.3% | -14.3 | -13.4% | 9.2% | 3.8% | 4.7% | 5.4% | -0.1% | -9.0% | 0.0%
